High-throughput results from PubChem BioAssay.
C diff HTS – blocks growth of Clostridium difficile; Clostridium difficile clinical isolate growth, OD600, 24 h; stronger effect = lower value; growth activity, negative = inhibition, % at 16 µg/mL (by protocol); 86,000 tested, 0.25% active; AID 1259249;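 active = mean growth activity at or below -80% and every replicate also at or below -80%; inconclusive = mean at or below -80% but some replicate above -80%; inactive = mean growth activity above -80%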;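 note: 0% = DMSO wells and -100% = levofloxacin 16 µg/mL wells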
Pf Dd2 growth – P. falciparum Dd2 growth inhibition; 94,000 tested, 2.3% active; AID 1159554; activity change, % at 10 µM; SYBR Green, 72 h; stronger effect = lower value; in the data active = activity change below about -80%; inconclusive = no clear call, values can overlap the other calls
KDM4C inh – blocks human GASC-1 (KDM4C) demethylase activity | Q9H3R0 | GST-KDM4C 2-372, H3K9me3 peptide, LANCE TR-FRET | inhibition, % at 12.5 µM | 96,000 tested, 0.15% active;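 active = mean replicate inhibition above about 25%, with at least 55% of replicates also reaching it, limit read from the data, passing the limit was not always enough; inconclusive = only one of those two conditions met; inactive = neither condition met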
Target sequence (Q9H3R0 2-372 limits assumed): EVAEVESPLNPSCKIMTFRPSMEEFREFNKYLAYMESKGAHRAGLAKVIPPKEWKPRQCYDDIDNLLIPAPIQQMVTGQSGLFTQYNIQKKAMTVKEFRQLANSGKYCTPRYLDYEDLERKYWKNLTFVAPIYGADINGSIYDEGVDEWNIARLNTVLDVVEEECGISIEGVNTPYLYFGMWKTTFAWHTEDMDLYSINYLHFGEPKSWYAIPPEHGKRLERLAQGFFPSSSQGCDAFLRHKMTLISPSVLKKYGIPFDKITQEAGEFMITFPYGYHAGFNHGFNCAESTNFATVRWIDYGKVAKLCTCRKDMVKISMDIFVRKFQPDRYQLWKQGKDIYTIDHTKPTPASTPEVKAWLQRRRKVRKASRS
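Test system – GST-tagged GASC-1 (JMJD2C) catalytic fragment, aa 2-372 · Medium – HEPES buffer, pH 7.5, plus ascorbate · Reagent – H3K9me3 peptide with Fe(II)/2OG · Compound – one test concentration per compound · Timing – 30 min reaction, 60 min detection, RT · Technique – TR-FRET with Eu antibody and ULight streptavidin, EDTA stop · Read-out basis – inhibition from TR-FRET ratio decrease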
Tcruzi prolif – T. cruzi proliferation inhibition; T. cruzi beta-gal in NIH3T3, GalScreen luminescence, 90 h; inhibition, % at 8.34 µM; 77,000 tested, 5.9% active;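 active = mean inhibition above about 93%, with at least 55% of replicates each passing it, limit read from the data, passing the limit was not always enough; inconclusive = only one of those two conditions holds; inactive = neither condition holds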
Starred values were filed as active, the others as inactive; ? = inconclusive; . = not tested or not shown; & = joins results of further samples. Rows were taken by chance. About 6.8% of those tested had a hit in this group.

Field names – A = C diff HTS; B = Pf Dd2 growth; C = KDM4C inh; D = Tcruzi prolif
Cc1cccc(-c2ccc([C@@H]3[C@@H](CO)N4C(=O)CN(C(=O)c5cccnc5)C[C@@H]34)cc2)c1
  A = 1	B = -22	C = 0.5	D = .

C[C@@H]1CCCCO[C@H](CN(C)CC2CCCCC2)[C@H](C)CN([C@@H](C)CO)C(=O)c2cc(NC(=O)Cc3ccccc3)ccc2O1
  A = 9	B = -26	C = -0.2	D = 26

C[C@H]1CN([C@@H](C)CO)S(=O)(=O)c2ccc(C#Cc3cccc(F)c3)cc2O[C@H]1CN(C)CC1CC1
  A = 4	B = -73	C = -0.5	D = .

C[C@H](CO)N1C[C@H](C)[C@H](CN(C)C(=O)Nc2ccc(C(F)(F)F)cc2)Oc2c(NC(=O)Nc3ccc(C(F)(F)F)cc3)cccc2C1=O
  A = 23	B = -53	C = -2.1	D = 44

COc1cccc(C#Cc2ccc([C@@H]3[C@@H](CO)N4C(=O)CN(C(=O)c5ccccc5)C[C@@H]34)cc2)c1
  A = -5	B = -91*	C = -2.3	D = .

COc1ccc2c3c(n(C)c2c1)[C@H](CO)N(C(=O)c1ccc(F)cc1)CC31CCN(CC2CCOCC2)CC1
  A = 4	B = -20	C = -0.7	D = .

NCC[C@H]1CC[C@H](NC(=O)C2CCCC2)[C@@H](CO)O1
  A = 0	B = 11	C = 6.4	D = .

O=C(C1CCCC1)N1CC(=O)N2[C@H](C1)[C@@H](c1ccc(-c3cccnc3)cc1)[C@@H]2CO
  A = -7	B = -88*	C = -1.1	D = .

CCCNC(=O)N1C[C@H]2[C@@H](c3ccccc31)[C@@H](CO)N2C(=O)Nc1ccccc1
  A = -4	B = -14	C = 0.0	D = -40

CCCC#Cc1cnc2c(c1)C(=O)N([C@@H](C)CO)C[C@@H](C)[C@@H](CN(C)C(=O)C1CCC1)O2
  A = 10	B = -4	C = -0.7	D = 38

Next part.
Field names – A = C diff HTS; B = Pf Dd2 growth; C = KDM4C inh; D = Tcruzi prolif
C[C@H]1CN([C@@H](C)CO)S(=O)(=O)c2ccc(C#Cc3ccc(F)cc3)cc2O[C@H]1CN(C)C(=O)NC1CCCCC1
  A = -15	B = -37	C = 0.8	D = 71

CN(C)C(=O)c1ccc(-c2ccc([C@@H]3[C@@H](CO)N4CCCCN(C(=O)C5CCC5)C[C@H]34)cc2)cc1
  A = -5	B = 6	C = .	D = 49

COCC(=O)Nc1ccc2c(c1)OC[C@@H](C)N(C(=O)c1ccccc1)C[C@H](C)[C@@H](OC)CN(C)C2=O
  A = .	B = 29	C = 0.1	D = -22

CC(C)c1cn([C@H]2C[C@@H]3O[C@H](CO)CC[C@@H]3O[C@@H]2CCc2ccc(C#CC3(O)CCCC3)cc2)nn1
  A = 2	B = ?	C = .	D = .

C[C@@H]1CN([C@H](C)CO)C(=O)c2cccc(NS(=O)(=O)c3cccs3)c2O[C@@H]1CN(C)CC1CCCCC1
  A = 4	B = 30	C = -0.2	D = 48

Cc1ccc(S(=O)(=O)Nc2cccc3c2O[C@@H](CN(C)Cc2ccc(-c4ccccc4)cc2)[C@@H](C)CN([C@H](C)CO)C3=O)cc1
  A = 24	B = -8	C = 1.0	D = 74

COc1ccc2c3c(n(C)c2c1)[C@H](CO)N(S(C)(=O)=O)CC31CN(C(=O)C2CC2)C1
  A = -7	B = -10	C = -0.1	D = .

C[C@@H]1CN([C@@H](C)CO)C(=O)c2cc(-c3ccccc3)cnc2O[C@H]1CN(C)Cc1cccnc1
  A = -1	B = 26	C = -0.8	D = 0

C[C@@H]1CN([C@H](C)CO)C(=O)Cc2cc(NC(=O)CCN3CCOCC3)ccc2O[C@@H]1CN(C)C
  A = 0	B = -4	C = 0.9	D = .

CCCN1C[C@@H](C)[C@H](OC)CN(C)C(=O)c2cc(NC(=O)c3ccc(F)cc3)ccc2OC[C@@H]1C
  A = .	B = -3	C = -0.4	D = -24

(more compounds)
Field names – A = C diff HTS; B = Pf Dd2 growth; C = KDM4C inh; D = Tcruzi prolif
CCCN(C)C[C@H]1Oc2ncc(-c3ccccc3)cc2C(=O)N([C@H](C)CO)C[C@H]1C
  A = 3	B = -16	C = 0.0	D = .

C[C@H](CO)N1C[C@H](C)[C@@H](CN(C)S(=O)(=O)c2ccccc2F)Oc2cc(C#Cc3cccc(F)c3)ccc2S1(=O)=O
  A = 13	B = -70	C = -1.0	D = 107*

COc1ccc(C#Cc2ccc3c(c2)[C@@H]2[C@@H](CCN2C(=O)C2CCCCC2)[C@H](CO)N3)cc1
  A = .	B = -29	C = -0.9	D = 80

CN(C)CC(=O)N[C@H]1CC[C@@H](CCNS(=O)(=O)c2ccccc2)O[C@H]1CO
  A = -6	B = 6	C = 0.7	D = .

C[C@@H]1CN([C@@H](C)CO)C(=O)c2cc(NC(=O)Nc3cccc4ccccc34)ccc2O[C@@H]1CN(C)Cc1ccc(Cl)c(Cl)c1
  A = 10	B = 21	C = -3.2	D = 80

C[C@H](CO)N1C[C@H](C)[C@H](CN(C)C(=O)NC2CCCC2)Oc2ncc(C3=CCCC3)cc2C1=O
  A = 1	B = -19	C = -0.3	D = 38

CC(=O)N(C)C[C@H]1Oc2ncc(-c3cccc(C#N)c3)cc2C(=O)N([C@H](C)CO)C[C@H]1C
  A = -4	B = 27	C = -0.1	D = -14

O=C(C[C@@H]1C[C@@H]2c3cc(NS(=O)(=O)c4ccc(F)cc4)ccc3O[C@@H]2[C@H](CO)O1)NC1CCCCC1
  A = .	B = 0	C = 1.3	D = 17

CN(C)C(=O)c1cccc(-c2ccc3c(c2)[C@@H]2[C@@H](CCN2C(=O)c2cccc(F)c2)[C@H](CO)N3C)c1
  A = 4	B = -5	C = 0.0	D = 89

C[C@H]1CN([C@@H](C)CO)C(=O)c2cc(NS(=O)(=O)c3ccc(Cl)cc3)ccc2O[C@H]1CN(C)Cc1ccc(C(F)(F)F)cc1
  A = 27	B = -29	C = -3.8	D = 129*

(further entries)
Field names – A = C diff HTS; B = Pf Dd2 growth; C = KDM4C inh; D = Tcruzi prolif
Cc1noc(C)c1NC(=O)Nc1cccc2c1O[C@H](CN(C)Cc1ccccc1)[C@@H](C)CN([C@H](C)CO)C2=O
  A = -3	B = -2	C = -0.6	D = 18

C[C@@H]1CN([C@H](C)CO)C(=O)c2cccc(NS(C)(=O)=O)c2O[C@@H]1CN(C)Cc1ccc(-c2ccccc2)cc1
  A = 15	B = -5	C = -2.0	D = 61

Cc1noc(C)c1NC(=O)Nc1ccc2c(c1)CC(=O)N([C@H](C)CO)C[C@@H](C)[C@@H](CN(C)Cc1ccc(-c3ccccc3)cc1)O2
  A = 29	B = -2	C = -3.7	D = 33

C[C@@H]1CN([C@@H](C)CO)C(=O)c2ccccc2-c2ccccc2CO[C@@H]1CN(C)Cc1ccc2c(c1)OCO2
  A = -4	B = -59	C = 0.8	D = 78

C[C@H](CO)N1C[C@H](C)[C@H](CN(C)C(=O)Nc2ccccc2)Oc2ncc(-c3cccnc3)cc2C1=O
  A = -2	B = 37	C = -0.5	D = 26

CO[C@H]1CN(C)C(=O)c2ccc(NC(=O)C3CCCC3)cc2OC[C@@H](C)NC[C@H]1C
  A = .	B = .	C = -3.1	D = 36

C[C@H]1CCCCO[C@@H](CN(C)Cc2ccc(C(=O)O)cc2)[C@@H](C)CN([C@@H](C)CO)C(=O)c2cc(NC(=O)Nc3ccc(F)cc3)ccc2O1
  A = -1	B = -74	C = -0.9	D = -23

Cc1ccc(S(=O)(=O)N(C)C[C@H]2Oc3ccc(NC(=O)CCCCCC(=O)Nc4ccccc4N)cc3CC(=O)N([C@@H](C)CO)C[C@@H]2C)cc1
  A = -6	B = -34	C = 0.7	D = 16

O=C(C[C@@H]1C=C[C@H](NC(=O)C2CCC2)[C@@H](CO)O1)NCc1ccncc1
  A = -1	B = 4	C = 0.6	D = -16

CCS(=O)(=O)N1CCCCN2[C@H](CO)[C@H](c3ccc(C#CC(C)(C)O)cc3)[C@H]2C1
  A = 3	B = -44	C = -0.8	D = 14

Taken from above.
Reading for CO[C@H]1CN(C)C(=O)c2ccc(NC(=O)C3CCCC3)cc2OC[C@@H](C)NC[C@H]1C under KDM4C inh: -3.1
Reading for Cc1noc(C)c1NC(=O)Nc1cccc2c1O[C@H](CN(C)Cc1ccccc1)[C@@H](C)CN([C@H](C)CO)C2=O under C diff HTS: -3
Reading for Cc1ccc(S(=O)(=O)N(C)C[C@H]2Oc3ccc(NC(=O)CCCCCC(=O)Nc4ccccc4N)cc3CC(=O)N([C@@H](C)CO)C[C@@H]2C)cc1 under KDM4C inh: 0.7
Reading for CCS(=O)(=O)N1CCCCN2[C@H](CO)[C@H](c3ccc(C#CC(C)(C)O)cc3)[C@H]2C1 under Tcruzi prolif: 14

Additional results:
Field names – A = C diff HTS; B = Pf Dd2 growth; C = KDM4C inh; D = Tcruzi prolif
C[C@H](CO)N1C[C@H](C)[C@@H](CN(C)Cc2ccc(C(F)(F)F)cc2)Oc2ccc(NC(=O)Nc3ccccc3)cc2CC1=O
  A = 2	B = -25	C = -2.1	D = -16

C[C@@H]1CCCCO[C@@H](CN(C)C(=O)Cc2ccccc2)[C@@H](C)CN([C@@H](C)CO)C(=O)c2cc(NC(=O)Nc3ccc(C(F)(F)F)cc3)ccc2O1
  A = 9	B = -78	C = -2.3	D = 75

O=C(Nc1ccc(F)cc1)Nc1ccc2c(c1)[C@H]1C[C@@H](CC(=O)N3CCOCC3)O[C@H](CO)[C@H]1O2
  A = -4	B = 5	C = 1.7	D = 0

CNC[C@@H]1Oc2ccc(NC(=O)CCCN(C)C)cc2C(=O)N([C@H](C)CO)C[C@@H]1C
  A = 0	B = 46	C = 0.3	D = 18

COc1ccc(NC(=O)Nc2cccc3c2O[C@H](CN(C)Cc2ccc(-c4ccccc4)cc2)[C@@H](C)CN([C@H](C)CO)C3=O)cc1
  A = 2	B = -3	C = 2.1	D = -61

C[C@@H]1CCCCO[C@@H](CN(C)S(=O)(=O)c2cn(C)cn2)[C@@H](C)CN([C@H](C)CO)C(=O)c2cc(NS(=O)(=O)c3ccc(F)cc3)ccc2O1
  A = -8	B = 39	C = 0.8	D = 50

C[C@@H]1CN([C@@H](C)CO)C(=O)Cc2cc(NC(=O)CCN3CCOCC3)ccc2O[C@@H]1CN(C)Cc1ccc(C(=O)O)cc1
  A = 1	B = 30	C = 0.1	D = -29

O=C(C[C@@H]1CC[C@H]2[C@@H](COC[C@@H](O)CN2C(=O)c2cccnc2)O1)NC1Cc2ccccc2C1
  A = 3&3	B = -29	C = -0.2	D = 50

C[C@H](CO)N1C[C@H](C)[C@H](CN(C)Cc2ccccc2)Oc2ccc(N(C)C)cc2C1=O
  A = -4	B = -5	C = 12	D = 5

OC[C@@H]1[C@@H](c2ccccc2)C2(CN(Cc3nccs3)C2)N1Cc1ccccc1
  A = 11	B = -64	C = -0.1	D = .

Compound profiles (already shown). Order of screens: C diff HTS | Pf Dd2 growth | KDM4C inh | Tcruzi prolif
`C[C@H](CO)N1C[C@H](C)[C@@H](CN(C)Cc2ccc(C(F)(F)F)cc2)Oc2ccc(NC(=O)Nc3ccccc3)cc2CC1=O` as listed: 2 | -25 | -2.1 | -16
`OC[C@@H]1[C@@H](c2ccccc2)C2(CN(Cc3nccs3)C2)N1Cc1ccccc1` as listed: 11 | -64 | -0.1 | .

Next part
Field names – A = C diff HTS; B = Pf Dd2 growth; C = KDM4C inh; D = Tcruzi prolif
Cn1cnc(S(=O)(=O)N2CC[C@H]3[C@H](CO)Nc4ccc(C#Cc5ccc(F)cc5)cc4[C@H]32)c1
  A = 58	B = -27	C = -1.5	D = .

Cc1noc(C)c1S(=O)(=O)N(C)C[C@@H]1Oc2ccc(NC(=O)NC(C)C)cc2CC(=O)N([C@H](C)CO)C[C@@H]1C
  A = -5	B = 39	C = -0.4	D = 38

C[C@@H]1CN([C@@H](C)CO)C(=O)c2cccc(NC(=O)C3CCCCC3)c2O[C@H]1CN(C)S(=O)(=O)c1ccc(F)cc1
  A = 0	B = -25	C = 2.3	D = 1

COc1cccc(CNC(=O)C[C@@H]2CC[C@H](NC(=O)C3CC3)[C@H](CO)O2)c1
  A = 1	B = 29	C = -1.2	D = .

CNC[C@@H]1Oc2cc(C#Cc3cccc(OC)c3)ccc2S(=O)(=O)N([C@@H](C)CO)C[C@@H]1C
  A = 14	B = -69	C = 1.4	D = .

Cc1noc(C)c1NC(=O)N(C)C[C@H]1Oc2c(NC(=O)c3ccc(-c4nccs4)cc3)cccc2C(=O)N([C@H](C)CO)C[C@@H]1C
  A = .	B = 7	C = 0.7	D = 80

C[C@H](CO)N1C[C@H](C)[C@@H](CN(C)S(=O)(=O)c2ccccc2)Oc2ccc(NC(=O)NC3CCCCC3)cc2CC1=O
  A = -1	B = -53	C = -0.3	D = 4

C[C@@H]1CN([C@@H](C)CO)S(=O)(=O)c2ccc(C#Cc3ccccc3)cc2O[C@@H]1CN(C)S(=O)(=O)c1ccccc1F
  A = 5	B = -60	C = -0.8	D = 123*

COc1cccc(NC(=O)C[C@@H]2CC[C@H]3[C@@H](COc4ccc(NC(C)=O)cc4C(=O)N3C)O2)c1
  A = -2	B = -2	C = 1.4	D = -6
